V-ATPase pH – yeast V-ATPase proton transport regulation by pHLuorin | S. cerevisiae, pHLuorin cytosolic pH fluorescence | response, % at 10 µM | hit rate 0.37% among 350,000; in the data active means response mostly above about 7.3%, no sharp cut-off; inactive means mostly below about 5.4%; further: actives read high; inactives centre near 0; some compounds called inactive have numbers as strong as hits
CAL PDZ FP-1 – inhibitors of human CAL PDZ peptide binding | inhibition, % at 24.9 µM | hit rate 0.92% among 300,000 | AID 602252 | Q9HD26 | purified CAL PDZ, TMR-peptide fluorescence polarization, 1 h;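 active means mean inhibition of at least 30% with at least half of replicates also reaching 30%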;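 further: 0% = DMSO neutral control and 100% = excess unlabeled competitor peptide PRC23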
C-LANA FP – KSHV C-LANA DNA binding inhibition | MBP-C-LANA/FAM-LBS DNA binding, fluorescence polarization | inhibition, % at 9 µM | hit rate 0.078% among 340,000 | AID 504423;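 active means highest replicate inhibition at or above 60% at 9 µM, even if other replicates fall short; inactive means all replicates below 60% inhibition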;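 further: 0% = neutral control wells and 100% = 4 µM acridine orange control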
Cardiac RTF inh – cardiac RTF calcium desensitization | P19429+P45379 | IANBD-labeled cardiac RTF, Ca2+ fluorescence | inhibition, % at 7.15 µM | hit rate 0.12% among 340,000 | AID 493244;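 active means inhibition above the mean inhibition of all tested compounds plus 3 SD, cut at about 17% in these data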;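 further: assay run at fixed EC70 calcium of 1.6 mM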
Arr AP2 block – blocks beta-arrestin peptide binding to AP2 adaptin; FITC-arrestin peptide / GST-AP2 beads, flow cytometry; AP2 beta2 appendage carries R879A mutation; inhibition, % at 10 µM; hit rate 0.31% among 340,000; AID 504490;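 active means inhibition above a set limit, near 3 SD of compounds lacking own fluorescence, cut at about 54% in these data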;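 further: plate controls were DMSO wells for no effect and 5 µM unlabelled arrestin peptide for full effect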
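System: GST-tagged AP2 beta2-adaptin appendage (R879A) on 4 µm glutathione beads / Reagent: FITC-arrestin peptide, 50 nM / Detection: HyperCyt-sampled flow cytometry, FL1 channel, ex 488/em 535 nm / Timing: 12 min plus 1 h, RT / Buffer or medium: PBS plus Tween 20 (0.05%) and BSA (0.1%)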
Pemphigus Ab inh – human desmoglein-3 autoantibody binding inhibition; hit rate 0.48% among 310,000; AID 588358; binding (percent of control), % at 10 µM; DSG3-coupled beads, scFv-anti-DSG3-GFP binding, flow cytometry; active compounds read low; P32926;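 active means binding more than 3 SD below its plate's average and above zero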;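 further: hits lower antibody fragment binding to DSG3; some compounds called inactive have numbers as strong as hits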
Target sequence (P32926 whole entry, looked up, the tested form may be a part): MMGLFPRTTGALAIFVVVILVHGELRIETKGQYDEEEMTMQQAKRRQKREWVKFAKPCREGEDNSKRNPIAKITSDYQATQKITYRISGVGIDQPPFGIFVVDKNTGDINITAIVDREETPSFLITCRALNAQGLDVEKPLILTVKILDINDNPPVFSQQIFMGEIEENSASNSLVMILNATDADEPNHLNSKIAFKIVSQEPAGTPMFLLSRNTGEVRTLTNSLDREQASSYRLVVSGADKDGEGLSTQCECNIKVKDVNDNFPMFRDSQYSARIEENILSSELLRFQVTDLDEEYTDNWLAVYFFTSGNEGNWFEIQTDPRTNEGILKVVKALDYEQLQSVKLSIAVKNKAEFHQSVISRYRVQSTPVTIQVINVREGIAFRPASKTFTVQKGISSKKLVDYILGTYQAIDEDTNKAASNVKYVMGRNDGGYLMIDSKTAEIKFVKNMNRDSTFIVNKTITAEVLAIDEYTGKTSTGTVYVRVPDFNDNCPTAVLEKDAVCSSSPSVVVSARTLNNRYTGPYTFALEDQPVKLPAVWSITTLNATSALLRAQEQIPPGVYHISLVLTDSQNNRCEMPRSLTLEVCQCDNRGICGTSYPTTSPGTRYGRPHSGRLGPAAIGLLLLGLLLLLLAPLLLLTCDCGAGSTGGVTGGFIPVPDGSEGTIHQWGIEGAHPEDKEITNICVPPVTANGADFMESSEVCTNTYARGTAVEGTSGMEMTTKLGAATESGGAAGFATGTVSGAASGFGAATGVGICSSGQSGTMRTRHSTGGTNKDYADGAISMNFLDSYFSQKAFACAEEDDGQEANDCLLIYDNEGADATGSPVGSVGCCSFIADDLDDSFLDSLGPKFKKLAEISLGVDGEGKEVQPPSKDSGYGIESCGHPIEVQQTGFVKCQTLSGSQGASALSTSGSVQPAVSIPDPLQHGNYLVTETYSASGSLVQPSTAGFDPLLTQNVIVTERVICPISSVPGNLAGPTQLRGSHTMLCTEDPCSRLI
CAL PDZ FP-2 – human CAL PDZ-peptide interaction inhibition; hit rate 0.02% among 330,000; purified CAL PDZ, TMR-peptide fluorescence polarization, 1 h; AID 504414; Q9HD26; inhibition, % at 20 µM;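 active means highest replicate inhibition of at least 40%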;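 further: plate controls were DMSO neutral control wells for no effect and unlabeled competitor peptide control wells for full effect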
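Test system: purified CerCALP PDZ construct; Compound dosing: one concentration, 20 µM compound; Also added: TMR-labelled reporter peptide T*-PRC34 bound in PDZ groove; Read-out: inhibition from polarization loss; Controls: unlabelled peptide and DMSO controls; Signal: FP readout, S and P plane fluorescence; Incubation: 1 h at RT.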
NSD2 HMT inh – blocks human histone methyltransferase NSD2; O96028; NSD2 peptide methylation, AlphaScreen, 120 min; inhibition, % at 12.5 µM; hit rate 0.54% among 310,000; in the data active means inhibition above about 50%
DAGLB inh – blocks human DAGLB lipase activity; inhibition, % at 5.17 µM; AID 504411; Q8NCG7; hit rate 0.059% among 340,000; HEK293T DAGLB membrane lysate, EnzChek fluorogenic substrate; in the data active means inhibition above about 34%;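 further: 0% = enzyme with vehicle and 100% = wells lacking enzyme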
Keap1 Nrf2 FP – inhibitors of human Keap1-Nrf2 protein-protein interaction; Keap1 Kelch-Nrf2 peptide fluorescence polarization, 1536-well; hit rate 0.15% among 340,000; inhibition, % at 9.4 µM; AID 504523; in the data active means inhibition above about 12%;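 further: human Keap1 Kelch domain with fluorescein labeled Nrf2 9mer peptide probe; 0% = neutral control wells and 100% = peptide positive control; higher means more block of Keap1 binding to Nrf2 peptide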
* = called active by the depositor; · = no result given. Not all compounds are listed; rates above refer to the full screens.

entry	Molecule	V-ATPase pH	CAL PDZ FP-1	C-LANA FP	Cardiac RTF inh	Arr AP2 block	Pemphigus Ab inh	CAL PDZ FP-2	NSD2 HMT inh	DAGLB inh	Keap1 Nrf2 FP
1	COc1ccc(NC(=O)CN2CCN(CC(=O)Nc3ccc(F)cc3)CC2)cc1Cl	1	-1	2.0	2	33	92	-0.5	-4	-3	0
2	COCCCNC1CS(=O)(=O)CC1O (configuration not stated)	-2	73*	0.0	3	0	99	7.6	-2	-1	-1
3	COc1ccc(OC)c(CNC(=O)C2CCN(S(=O)(=O)N3CCC(C)CC3)CC2)c1	1	-2	-0.1	4	-13	95	-1.8	2	-3	1
4	Cc1c(Cl)cccc1NC(=O)Nn1cnnc1	-5	·	-0.5	-1	34	97	-0.3	-1	1	8
5	CC(C)(C)c1ccc(C(=O)NCc2nnc(SCC(=O)N3CCCc4ccccc43)n2-c2ccccc2)cc1	2	-1	1.1	-7	-18	101	0.4	-1	0	-3
6	Cn1c(N2CCCC2)nc2c1c(=O)n(Cc1ccc(Cl)cc1)c(=O)n2C	-2	-3	-1.0	-4	0	107	-2.4	105*	-1	4
7	COc1ccc(NC(=O)CSc2nnc(Cn3nnc4ccccc43)n2C)cc1	-5	-1	-0.7	-10	9	105	0.3	-1	1	-6
8	NS(=O)(=O)c1ccc(NC(=O)c2ccc3c(c2)CCCC3)cc1	-5	-1	-2.0	0	5	88	-0.6	-7	2	2

Entries of single compounds, quoted from the list.
NS(=O)(=O)c1ccc(NC(=O)c2ccc3c(c2)CCCC3)cc1 across the screens: V-ATPase pH = -5; CAL PDZ FP-1 = -1; C-LANA FP = -2.0; Cardiac RTF inh = 0; Arr AP2 block = 5; Pemphigus Ab inh = 88; CAL PDZ FP-2 = -0.6; NSD2 HMT inh = -7; DAGLB inh = 2; Keap1 Nrf2 FP = 2
COc1ccc(NC(=O)CSc2nnc(Cn3nnc4ccccc43)n2C)cc1 across the screens: V-ATPase pH = -5; CAL PDZ FP-1 = -1; C-LANA FP = -0.7; Cardiac RTF inh = -10; Arr AP2 block = 9; Pemphigus Ab inh = 105; CAL PDZ FP-2 = 0.3; NSD2 HMT inh = -1; DAGLB inh = 1; Keap1 Nrf2 FP = -6

Continuation:
entry	Molecule	V-ATPase pH	CAL PDZ FP-1	C-LANA FP	Cardiac RTF inh	Arr AP2 block	Pemphigus Ab inh	CAL PDZ FP-2	NSD2 HMT inh	DAGLB inh	Keap1 Nrf2 FP
9	COc1ccc(Br)cc1CNC(=O)CCNC(=O)Cn1ccc2ccccc2c1=O	-2	5	-0.2	9	57*	105	0.9	-1	0	3
10	Cc1ccc(C)c(-c2[nH]ncc2CN2CCCC(CO)(Cc3ccccc3C)C2)c1 (configuration not stated)	-2	0	-0.9	-6	-4	103	-2.0	8	0	-6
11	COc1ccc(C(=O)OCCN2CCOCC2)cc1OC	-1	·	-1.2	-7	-1	104	0.5	-1	0	-2
12	NC(=O)COc1ccc(-c2noc(COc3ccccc3[N+](=O)[O-])n2)cc1	-1	·	-0.4	-13	-3	106	-1.5	1	-1	-3
13	COc1ccc(-c2cc3cc(C(=O)O)ccn3c2C(=O)c2ccccc2)cc1	1	·	-0.2	-7	-13	109	-1.3	2	-2	-9
14	O=C(O)c1ccc(CSc2n[nH]c(-c3ccco3)n2)cc1	1	-2	10	-4	11	105	-2.6	108*	0	0
15	CCN(CC)CCCNC(=O)c1cn(CC)c2ccc(S(=O)(=O)N(C)C3CCCCC3)cc2c1=O	1	-2	0.0	-1	25	112	-1.0	38	-2	3
16	CCCN1CCN(C(=O)c2oc3ccccc3c2NC(=O)C2CC2)CC1	4	-4	0.9	-14	15	·	-4.5	9	0	-7
17	CN(C)c1ncnc2c1ncn2-c1ccccc1	0	·	0.7	6	45	90	-0.3	-2	-4	-3
18	O=C(Cc1ccc([N+](=O)[O-])cc1)NCc1ccccn1	2	76*	-0.2	-7	2	98	-0.6	-5	1	0
19	O=C(/C=C/c1ccccc1Cl)NC(=S)Nc1ccccc1C(=O)NC1CCCCC1	-1	0	1.3	4	-7	96	0.0	2	0	-4
20	CCOC(=O)C(Sc1nnc(-c2ccncc2)o1)C(C)=O (configuration not stated)	-3	·	1.4	0	13	103	0.0	-2	1	0
21	O=C(COC(=O)c1cccnc1Cl)NC(=O)NC1CCCCC1	-2	-1	-1.4	-4	6	93	0.0	-6	0	-5
22	O=C(Nc1nnc(SCc2ccccc2F)s1)C1=COCCO1	-1	-2	1.2	-6	-5	110	-3.0	-2	-2	0
23	COc1ccc(S(=O)(=O)Nc2nc3ccccc3nc2NCC2CCCO2)cc1 (configuration not stated)	1	-2	0.2	2	50	97	-1.6	-2	0	-2
24	O=C(NCCc1ccccc1)C(=O)NCC1OCCN1S(=O)(=O)c1cc(F)ccc1F (configuration not stated)	3	·	0.4	6	13	104	-0.8	·	-2	0
25	O=C(Nc1ccc(Cl)cc1)Nc1nnc(Cc2ccc([N+](=O)[O-])cc2)s1	-2	-1	-1.5	5	-2	95	-2.6	1	1	-5
26	O=C1NC(CCc2ccccc2)C(=O)N1Cc1ccccc1Cl (configuration not stated)	-4	0	-1.0	-12	4	119	-3.2	-1	-3	2
27	O=C(NNC(=O)C1CC1)c1cc2cc3ccccc3nc2s1	0	1	-0.6	-10	6	120	-2.2	-11	0	1
28	O=C(NCCCN1CCC(Cc2ccccc2)CC1)C1CCN(S(=O)(=O)N2CCC3(CC2)OCCO3)CC1	1	-5	-0.1	7	-6	99	-2.2	0	0	1
29	CC(C)C[C@H]1C(=O)N2CCC[C@H]2[C@]2(O)O[C@](NC(=O)[C@@H]3C=C4c5cccc6[nH]c(Br)c(c56)CC4N(C)C3)(C(C)C)C(=O)N12 (some centres not stated)	-14	-3	2.5	15	-5	·	1.1	·	1	-6
30	O=C1CC(c2ccccc2)CC(=NCCO)/C1=C(\O)CCCN1C(=O)c2ccccc2C1=O (configuration not stated)	0	-4	-0.7	-2	34	104	0.4	-4	-3	-3
31	COC(=O)c1sc(NC(=O)c2ccc(OC)cc2OC)nc1C	0	-2	-1.2	2	-2	·	-1.5	-1	2	-3
32	CCN(C(=O)COC(=O)c1cccnc1Nc1ccccc1F)C1CCS(=O)(=O)C1 (configuration not stated)	-3	-3	0.9	-9	0	103	0.0	-1	-1	-3
33	Cc1ccc2oc(C(=O)N3CCN(c4cccc(C)n4)CC3)c(C)c2c1	2	·	-0.4	-8	2	114	-0.7	-2	-10	-3
34	COCC(=O)Nc1cccc(-c2ccc3nncn3n2)c1	2	·	-0.3	-18	-5	99	-1.4	-13	0	-1
35	CCCCc1ccc(NC(=O)COC(=O)c2ccc3ncsc3c2)cc1	1	·	·	·	·	107	·	-1	-6	·
36	CC=CC1OCC(CC)C(CCC)O1 (configuration not stated)	-4	·	-0.6	-6	-1	100	0.3	-2	-4	9
37	COc1cccc(NC(=O)N2CCCC2C(=O)NC23CC4CC(CC(C4)C2)C3)c1 (configuration not stated)	-6	-1	-0.7	-3	3	104	-2.4	-3	-1	-7
38	O=C(/C=C/Nc1ccc(F)cc1Br)c1ccccc1	-3	-1	-1.2	1	43	98	0.5	-1	-7	1
39	O=C(NN1C(=O)C2C3C=CC(C3)C2C1=O)c1cccc(Cl)c1 (configuration not stated)	-4	-1	-0.1	-2	-21	122	-2.3	-2	-1	-3
40	O=C(Cc1cccs1)N1CCC(c2nc3c(nnn3Cc3ccccc3Cl)c(=O)[nH]2)CC1	3	·	-0.1	-5	0	101	-3.8	2	1	-7
41	CCOC(=O)C1=C(COC(=O)CNS(=O)(=O)c2ccc(C)cc2)NC(=O)NC1C (configuration not stated)	1	0	-1.5	-6	-10	·	-1.8	-2	0	-8
42	CCOC(=O)c1[nH]cnc1C(=O)Nc1cccc(N)n1	4	-3	0.3	-23	-3	104	-2.3	4	-1	-2
43	CCOC(=O)C1CCN(C(=O)c2sc3nc(C)nc(N4CCC(C)CC4)c3c2C)CC1	-2	5	2.6	3	-4	95	-1.0	2	-8	0
44	CC(C)C[C@H](NC(=O)c1[nH]cnc1C(=O)N[C@@H](Cc1ccccc1)C(=O)OC(C)(C)C)C(=O)OCc1ccccc1	1	-3	-0.5	-9	8	106	-0.7	·	-8	-4
45	CCCCN(C(=O)c1ccc([N+](=O)[O-])s1)c1c(N)n(CCCC)c(=O)[nH]c1=O	-1	0	2.0	-4	20	100	-3.5	20	-3	-3
46	COC(=O)N/N=C/c1cn(Cc2ccccc2Cl)c2ccccc12	9	-2	1.8	3	-4	77	0.1	-2	0	17*
47	O=C(NCc1cccnc1)C(=O)N/N=C/c1ccc([N+](=O)[O-])cc1	-1	-1	1.0	-3	36	101	-0.2	-1	-1	0
48	Cc1cc2c(c(N)n1)c(=O)oc1ccccc12	-6	-4	-2.8	-7	21	·	-1.0	-3	4	0
49	Cc1c(NC(=S)NC(=O)c2ccco2)c(=O)n(-c2ccccc2)n1C	1	0	0.6	6	47	93	0.3	-1	-1	-2
50	CCOC(=O)C1=C(N)n2c(s/c(=C\c3cccnc3)c2=O)=C(C(=O)OC)C1c1cccnc1 (configuration not stated)	-4	-3	0.0	1	6	88*	-1.6	0	0	5
51	CC(O)CNC1c2ccccc2CC1O (configuration not stated)	-4	-1	-0.5	-11	25	92	-2.9	-1	0	0
52	CCc1ccccc1NC(=O)c1ccc(NS(C)(=O)=O)cc1	3	-6	0.4	·	25	·	-0.2	1	·	1
53	CN(CC(=O)Nc1ccc(N2CCOCC2)cc1)C(=O)CCNC(=O)c1ccc(Br)cc1	8	-3	0.8	0	18	115	-0.8	0	0	0
54	COCCCn1c(C)cc(C(=O)COC(=O)C23CC4CC(CC(O)(C4)C2)C3)c1C	0	-2	-0.1	-19	-11	98	-2.3	1	2	2
55	COC(=O)C1C(=O)C(C(=O)/C=C/c2ccccc2)C(=O)CC1(C)C (configuration not stated)	-1	-1	-0.3	-4	-6	103	-0.1	-5	-4	-1
56	CCC(=O)Nc1ccccc1N1CCN(S(C)(=O)=O)CC1	1	-1	0.1	2	31	103	-0.3	1	1	4
57	Cc1cccc(C(=O)NC(=S)Nc2ccc(Cc3ccncc3)cc2)c1	-3	-1	0.4	-14	10	103	-2.4	3	-4	5
58	Cc1cc(O)cc(O[C@H]2OC(CO)[C@H](O)[C@@H](O)[C@H]2O)c1 (some centres not stated)	-2	-1	1.1	-2	19	93	-0.9	·	0	2
59	Nc1nc(SCc2ccccc2)c2ncn(C3CCCCC3)c2n1	7	-1	-0.2	-8	6	96	-1.1	1	1	-4
60	CCCCOc1ccc(C(C)NC(=O)C2CCCN(S(=O)(=O)CCC)C2)cc1 (configuration not stated)	-1	·	-1.7	-10	8	118	-0.7	-2	0	-2
61	CCOC(=O)c1ccc(NC(=S)N2CCCC(C)C2)cc1 (configuration not stated)	0	-1	-0.6	-5	12	114	-0.6	0	-2	-4
62	CN(CC(=O)NCc1ccco1)S(=O)(=O)c1ccc2c(c1)c(=O)n(C)c(=O)n2C	1	-7	-0.7	-17	-1	91	-1.1	·	-1	-7

High-throughput results as filed in PubChem.
